APJ agonist = activates the human apelin receptor APJ; CHO-K1 APJ PathHunter beta-arrestin, luminescence; 0% DMSO wells, 100% apelin; activation, % at 20 µM; hit rate 0.11% among 330,000;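 active = activation more than six SD over the plate average, tested at 20 µM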;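 note: 0% = DMSO alone and 100% = apelin-13 at 10 nM; some results filed as inactive read as strong as hits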
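Material: CHO-K1 APJ beta-arrestin complementation cell line; Input: cell density 1000 per well; Incubation: compound stimulation 90 min at 25 °C, detection 60 min; Signal: luminescence from split beta-galactosidase complementation, Galacton Star/Emerald II substrate; Controls: DMSO-only wells as negative, 10 nM Apelin-13 as positive control.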
CXCR6 inh = inhibitors of human CXCR6 receptor | O00574 | CHO-K1 PathHunter CXCR6 beta-arrestin, luminescence | inhibition, % at 20 µM | hit rate 0.36% among 360,000 | AID 602244; in the data active = inhibition above about 34%, passing the limit was not always enough;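 note: antagonist mode with CXCL16 agonist at 10 nM final; 0% = 10 nM CXCL16 with DMSO and 100% = unstimulated wells without agonist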
Target sequence (O00574 whole entry, looked up): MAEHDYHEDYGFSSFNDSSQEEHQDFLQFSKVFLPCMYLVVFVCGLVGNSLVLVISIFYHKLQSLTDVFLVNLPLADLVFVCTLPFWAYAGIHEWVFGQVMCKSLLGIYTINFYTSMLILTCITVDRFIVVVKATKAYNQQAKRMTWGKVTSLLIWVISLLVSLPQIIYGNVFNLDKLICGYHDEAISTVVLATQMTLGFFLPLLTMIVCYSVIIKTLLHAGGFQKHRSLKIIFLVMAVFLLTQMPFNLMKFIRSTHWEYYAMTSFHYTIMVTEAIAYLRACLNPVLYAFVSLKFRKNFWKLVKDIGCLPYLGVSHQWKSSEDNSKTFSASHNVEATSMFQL
CCR6 antagonist = blocks CCL20-driven beta-arrestin recruitment at human CCR6; CHO-K1 CCR6 PathHunter beta-arrestin, luminescence, CCL20-stimulated; inhibition, % at 20 µM; hit rate 0.49% among 340,000;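 active = compounds whose inhibition of the agonist-driven luminescence signal at 20 µM reaches about 50%, limit read from the data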;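 note: cells stimulated with CCL20 at 14 nM final; plate controls were DMSO with CCL20 for no effect and DMSO without agonist for full effect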
Target sequence (P51684 whole entry, looked up): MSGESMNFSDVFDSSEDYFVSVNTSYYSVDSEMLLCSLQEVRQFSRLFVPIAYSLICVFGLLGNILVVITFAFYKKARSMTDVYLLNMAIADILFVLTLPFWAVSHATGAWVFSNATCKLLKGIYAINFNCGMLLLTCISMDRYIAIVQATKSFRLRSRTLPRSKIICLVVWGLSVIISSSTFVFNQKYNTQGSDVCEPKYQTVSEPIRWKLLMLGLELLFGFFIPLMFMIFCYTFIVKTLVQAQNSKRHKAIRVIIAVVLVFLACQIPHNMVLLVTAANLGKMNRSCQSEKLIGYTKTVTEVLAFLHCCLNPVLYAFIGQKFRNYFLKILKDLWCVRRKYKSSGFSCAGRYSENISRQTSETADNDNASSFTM
Gli-Sufu antag = Gli-Sufu pathway antagonism; Sufu-KO-LIGHT fibroblasts, Gli luciferase reporter luminescence; inhibition, % at 5 µM; hit rate 0.74% among 340,000;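 active = inhibition above about 55%, limit read from the data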;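 note: 0% = DMSO-treated cells and 100% = wells with medium but no cells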
UBC13 inh = blocks human UBC13 polyubiquitin chain formation; P61088; TR-FRET; inhibition, % at 20 µM; hit rate 0.47% among 330,000; AID 485273; in the data active = inhibition above about 45%, passing the limit was not always enough; inconclusive = no clear call, values can overlap the other calls
APJ antagonist = blocks the human apelin receptor APJ; hit rate 0.32% among 330,000; AID 2521; inhibition, % at 20 µM; P35414; CHO-K1 APJ beta-arrestin complementation, luminescence;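 active = inhibition above about 40% at 20 µM, limit read from the data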;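 note: cells challenged with 10 nM apelin-13 agonist together with compound; plate controls were apelin-13 plus DMSO wells for no effect and DMSO wells lacking apelin-13 for full effect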
EBI2 antag = EBI2 (human) antagonism; EBI2 beta-arrestin recruitment, luminescence, 7a,25-OHC stimulated; AID 651636; inhibition, % at 5 µM; P32249; hit rate 0.81% among 360,000; in the data active = inhibition above about 38%;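 note: enzyme fragment complementation signal reports receptor beta-arrestin coupling in cells; 0% = agonist plus DMSO wells and 100% = wells without agonist; some results beyond the cut were filed as inactive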
ATG4B inhibitor = blocks human ATG4B protease cleavage of LC3 substrate; Q9Y4P1; ATG4B cleavage of LC3-PLA2, NBD-HPC fluorescence, 1 h; inhibition, % at 8.33 µM; hit rate 0.51% among 340,000; in the data active = inhibition above about 40%
Target sequence (Q9Y4P1 whole entry, looked up): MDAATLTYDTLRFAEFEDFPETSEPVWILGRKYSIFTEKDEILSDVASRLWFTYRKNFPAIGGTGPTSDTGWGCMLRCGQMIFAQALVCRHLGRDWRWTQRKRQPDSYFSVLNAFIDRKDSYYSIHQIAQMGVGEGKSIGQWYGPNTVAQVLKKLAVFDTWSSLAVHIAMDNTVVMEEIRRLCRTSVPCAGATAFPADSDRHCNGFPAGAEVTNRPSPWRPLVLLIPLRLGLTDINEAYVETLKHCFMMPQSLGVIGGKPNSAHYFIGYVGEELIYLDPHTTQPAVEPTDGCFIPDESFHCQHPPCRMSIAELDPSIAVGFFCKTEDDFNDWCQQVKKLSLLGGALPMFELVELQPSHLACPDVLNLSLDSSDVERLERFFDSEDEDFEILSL
Active calls of the source: *.

The first 2 compounds (preview)
Screening Cc1ccc(-c2nc(N/N=C/c3cccc([N+](=O)[O-])c3)c3ccccc3n2)cc1 returned APJ agonist -4, CXCR6 inh -6, CCR6 antagonist -30, Gli-Sufu antag -34, UBC13 inh -13, APJ antagonist -11, EBI2 antag 14 and ATG4B inhibitor -2.
Screening CSc1cccc(NS(=O)(=O)c2ccc3c(c2)oc(=O)n3C)c1 returned APJ agonist -3, CXCR6 inh -4, CCR6 antagonist 2, Gli-Sufu antag 3, UBC13 inh 4, APJ antagonist 8, EBI2 antag -9 and ATG4B inhibitor -6.

Results (from the top)
Screening Cc1ccc(-c2nc(N/N=C/c3cccc([N+](=O)[O-])c3)c3ccccc3n2)cc1 returned APJ agonist -4, CXCR6 inh -6, CCR6 antagonist -30, Gli-Sufu antag -34, UBC13 inh -13, APJ antagonist -11, EBI2 antag 14 and ATG4B inhibitor -2.
Screening CSc1cccc(NS(=O)(=O)c2ccc3c(c2)oc(=O)n3C)c1 returned APJ agonist -3, CXCR6 inh -4, CCR6 antagonist 2, Gli-Sufu antag 3, UBC13 inh 4, APJ antagonist 8, EBI2 antag -9 and ATG4B inhibitor -6.
`COc1ccc(CN(C)C(=S)Nc2ccc(Cl)cc2)cc1` gave APJ agonist -2, CXCR6 inh -8, CCR6 antagonist 13, Gli-Sufu antag 5, UBC13 inh 4, APJ antagonist 22, EBI2 antag 1 and ATG4B inhibitor 2.
Screening O=C(CSc1ccccn1)N1CCOCC1 returned APJ agonist -2, CXCR6 inh -8, CCR6 antagonist 3, Gli-Sufu antag -31, UBC13 inh 6, APJ antagonist 17, EBI2 antag -2 and ATG4B inhibitor 4.
For O=C(c1ccc([N+](=O)[O-])s1)N1CCN(c2cccc(Cl)c2)CC1 the results were APJ agonist 2, CXCR6 inh -4, CCR6 antagonist 22, Gli-Sufu antag 34, UBC13 inh -5, APJ antagonist -36, EBI2 antag 10 and ATG4B inhibitor -12.
Screening Cc1ccc(NC(=O)CSc2ccc(-c3cccnc3)nn2)cc1 returned APJ agonist -3, CXCR6 inh -19, CCR6 antagonist 5, Gli-Sufu antag 10, UBC13 inh -6, APJ antagonist 1, EBI2 antag -4 and ATG4B inhibitor -1.
For CCC(CO)Oc1cc(NCc2ccc(C)c(C)c2)c2ncn(C(C)C)c2c1 (stereo unspecified) the results were APJ agonist -3, CXCR6 inh 4, CCR6 antagonist 15, Gli-Sufu antag 6, UBC13 inh 15, APJ antagonist 1, EBI2 antag 12 and ATG4B inhibitor 5.
`N#C/C(=N/Nc1ccccc1F)C(=N)N1CCOCC1` gave APJ agonist -1, CXCR6 inh 7, CCR6 antagonist -6, Gli-Sufu antag -4, UBC13 inh -16, APJ antagonist 14, EBI2 antag -7 and ATG4B inhibitor 8.
`CCOc1ccc(S(=O)(=O)c2c(C(=O)c3ccc(C)cc3)cnc3cc4c(cc23)OCCO4)cc1` gave APJ agonist -5, CXCR6 inh 10, CCR6 antagonist 4, Gli-Sufu antag 5, UBC13 inh inconclusive, APJ antagonist -3, EBI2 antag 47* and ATG4B inhibitor -5.
Cc1ccccc1C(=O)N1CCCC(CCC(=O)N2CCN(c3ccccn3)CC2)C1 (stereo unspecified) was read as APJ agonist -1, CXCR6 inh -2, CCR6 antagonist 22, Gli-Sufu antag -18, UBC13 inh -3, APJ antagonist 14, EBI2 antag -17 and ATG4B inhibitor 18.
Screening CCCN1CCN(CCCNC(=O)c2ccc(NC(=O)C3=C(C)OCCS3)cc2)CC1 returned APJ agonist -6, CXCR6 inh -8, CCR6 antagonist -8, Gli-Sufu antag -5, UBC13 inh 8, APJ antagonist 0, EBI2 antag -7 and ATG4B inhibitor 1.
`CC(C)=CC1C=C(C)C(C)C2C(=O)NNC(=O)C12` (stereo unspecified) gave APJ agonist 4, CXCR6 inh 2, CCR6 antagonist 0, Gli-Sufu antag -4, UBC13 inh 8, APJ antagonist 17, EBI2 antag -9 and ATG4B inhibitor -1.
Screening C/C(=N\NC(=O)c1cccc([N+](=O)[O-])c1)c1ccco1 returned APJ agonist 1, CXCR6 inh 1, CCR6 antagonist 0, Gli-Sufu antag -2, UBC13 inh -2, APJ antagonist 0, EBI2 antag -7 and ATG4B inhibitor -1.
`Cc1nn(-c2nnc(C)c(=O)[nH]2)c(C)c1SCC(=O)Nc1ccc(F)cc1` gave APJ agonist -3, CXCR6 inh 6, CCR6 antagonist 22, Gli-Sufu antag 6, UBC13 inh -15, APJ antagonist 13, EBI2 antag -2 and ATG4B inhibitor -9.
Screening CCCn1c(=O)c(Cc2ccccc2)c(O)c2ccccc21 returned APJ agonist -1, CXCR6 inh 0, CCR6 antagonist -10, Gli-Sufu antag 1, UBC13 inh 23, APJ antagonist 15, EBI2 antag -5 and ATG4B inhibitor 1.
`CCOc1ccccc1OCC(=O)Nc1ccc(N2CCCCC2)cc1` gave APJ agonist 0, CXCR6 inh -4, CCR6 antagonist 9, Gli-Sufu antag 2, UBC13 inh -5, APJ antagonist -5, EBI2 antag -2 and ATG4B inhibitor 3.
For O=C(Nc1cccc(Cl)c1)Nc1nc(-c2ccc(Cl)cc2)cs1 the results were APJ agonist -1, CXCR6 inh -3, CCR6 antagonist -7, Gli-Sufu antag -4, UBC13 inh -1, APJ antagonist -5, EBI2 antag 5 and ATG4B inhibitor 2.
Screening COc1ccc(N(CC(=O)NCc2ccc3c(c2)OCO3)S(C)(=O)=O)cc1OC returned APJ agonist -4, CXCR6 inh -6, CCR6 antagonist 7, Gli-Sufu antag 0, UBC13 inh -4, APJ antagonist -14, EBI2 antag -9 and ATG4B inhibitor -6.
Screening Cc1ccc(-c2n[nH]c(=S)n2C)cc1 returned CXCR6 inh -3, CCR6 antagonist 6, Gli-Sufu antag 13, EBI2 antag -8 and ATG4B inhibitor -2.
Screening CC(=O)NC(CC(=O)OCC(=O)Nc1ccc2c(c1)OCO2)c1ccccc1 (stereo unspecified) returned APJ agonist -1, CXCR6 inh 5, CCR6 antagonist 9, Gli-Sufu antag 22, UBC13 inh 0, APJ antagonist 28, EBI2 antag -8 and ATG4B inhibitor -3.
O=C(NCCS(=O)(=O)N1CCN(c2ccccc2)CC1)c1ccc2c(c1)OCO2 was read as APJ agonist 5, CXCR6 inh -8, CCR6 antagonist 9, Gli-Sufu antag 6, UBC13 inh 2, APJ antagonist 15, EBI2 antag -5 and ATG4B inhibitor -3.
`CCOn1c(=O)c(-c2ccc(OC)cc2)[n+]([O-])c2ccccc21` gave APJ agonist 3, CXCR6 inh 29, CCR6 antagonist 7, Gli-Sufu antag -9, UBC13 inh -2, APJ antagonist -8, EBI2 antag -2 and ATG4B inhibitor 3.
CCCCn1c(N)c(N(CCOC)C(=O)c2cc(S(=O)(=O)N3CCOCC3)ccc2F)c(=O)[nH]c1=O was read as APJ agonist -4, CXCR6 inh -2, CCR6 antagonist 7, Gli-Sufu antag -7, UBC13 inh -4, APJ antagonist 2, EBI2 antag -9 and ATG4B inhibitor 7.
CSc1ccc(Cl)c(C(=O)Nc2ccc(OCC(N)=O)cc2)c1 was read as APJ agonist -3, CXCR6 inh 0, CCR6 antagonist -1, Gli-Sufu antag -20, UBC13 inh 0, APJ antagonist 3, EBI2 antag 3 and ATG4B inhibitor 9.
For CC1CCN(S(=O)(=O)c2ccc(Br)s2)CC1 the results were APJ agonist -2, CXCR6 inh 2, CCR6 antagonist 11, Gli-Sufu antag 0, UBC13 inh 1, APJ antagonist -4, EBI2 antag 5 and ATG4B inhibitor 0.
CN(CC(=O)Nc1c(Cl)cccc1Cl)C(=O)c1cccc(-n2cccc2)c1 was read as APJ agonist -2, CXCR6 inh -13, CCR6 antagonist 0, Gli-Sufu antag 3, UBC13 inh -5, APJ antagonist -1, EBI2 antag 10 and ATG4B inhibitor 1.
Cc1nc([N+](=O)[O-])cn1-c1nc2ccccn2c1[N+](=O)[O-] was read as APJ agonist -3, CXCR6 inh -2, CCR6 antagonist 1, Gli-Sufu antag 44, UBC13 inh 0, APJ antagonist -19, EBI2 antag -4 and ATG4B inhibitor 10.
`CCOc1cc(-c2c(C#N)c(N)nc3c2CCCC3)ccc1O` gave APJ agonist -3, CXCR6 inh -6, CCR6 antagonist 20, Gli-Sufu antag 8, UBC13 inh 4, APJ antagonist 0, EBI2 antag 0 and ATG4B inhibitor -11.
Screening COc1cc(Cl)ccc1OCc1cc(C(=O)N2CCCCCC2)no1 returned APJ agonist 0, CXCR6 inh -2, CCR6 antagonist 15, Gli-Sufu antag -10, UBC13 inh 2, APJ antagonist -1, EBI2 antag 14 and ATG4B inhibitor 5.
COc1cccc(CN(C(=O)Cc2c[nH]c3ccccc23)C(C(=O)NC2CCCCC2)c2cccs2)c1 (stereo unspecified) was read as APJ agonist -6, CXCR6 inh 14, CCR6 antagonist 10, Gli-Sufu antag -1, UBC13 inh -3, APJ antagonist -5, EBI2 antag 20 and ATG4B inhibitor 1.
`O=C(Nc1ccc(S(=O)(=O)N2CCOCC2)cc1)C1CCN(S(=O)(=O)c2ccc(Cl)cc2)CC1` gave CXCR6 inh 1, CCR6 antagonist 5, Gli-Sufu antag 22, EBI2 antag 9 and ATG4B inhibitor -31.
Screening O=C(NC1(C(F)(F)F)N=C2SCCN2C1=O)c1ccccc1F (stereo unspecified) returned APJ agonist 1, CXCR6 inh -6, CCR6 antagonist 13, Gli-Sufu antag 2, UBC13 inh 1, APJ antagonist 2, EBI2 antag -8 and ATG4B inhibitor -5.
`CN(C)Cc1c(C(=O)Nc2ccccc2)[nH]c2ccccc12` gave APJ agonist -6, CXCR6 inh -1, CCR6 antagonist 4, Gli-Sufu antag 4, UBC13 inh 4, APJ antagonist -15, EBI2 antag 0 and ATG4B inhibitor 0.
Cc1ccc(NC(=S)NNC(=O)c2ccccc2O)c(C)c1 was read as APJ agonist -2, CXCR6 inh 0, CCR6 antagonist 9, Gli-Sufu antag 13, UBC13 inh -10, APJ antagonist 18, EBI2 antag 0 and ATG4B inhibitor 2.
`CCOC(=O)Cn1nc(C)c(NC(=O)c2ccc([N+](=O)[O-])c(C)c2)c1C` gave APJ agonist -2, CXCR6 inh -6, CCR6 antagonist 7, Gli-Sufu antag 13, UBC13 inh 5, APJ antagonist -8, EBI2 antag -5 and ATG4B inhibitor 3.
`C/C(CC(=O)Nc1ccccn1)=N\NC(=O)Cc1cccc2ccccc12` gave APJ agonist -3, CXCR6 inh 7, CCR6 antagonist 6, Gli-Sufu antag 6, UBC13 inh 4, APJ antagonist -14, EBI2 antag 7 and ATG4B inhibitor 8.
COCc1c(C(=O)N(C)Cc2ccccc2N2CCCC2)oc2ccccc12 was read as APJ agonist 8, CXCR6 inh 3, CCR6 antagonist 25, Gli-Sufu antag 10, UBC13 inh -12, APJ antagonist -8, EBI2 antag 14 and ATG4B inhibitor 8.
COc1cc(NC(=O)c2cccnc2)c(Cl)cc1NC(=O)c1ccccc1 was read as APJ agonist 6, CXCR6 inh 1, CCR6 antagonist -1, Gli-Sufu antag -2, UBC13 inh 2, APJ antagonist -9, EBI2 antag 7 and ATG4B inhibitor 3.
`CCCC(=O)Nc1nc2ccc3nc(C)sc3c2s1` gave APJ agonist -2, CXCR6 inh -5, CCR6 antagonist 4, Gli-Sufu antag 6, UBC13 inh 12, APJ antagonist 7, EBI2 antag 4 and ATG4B inhibitor -14.
COc1ccc(CN2CCN(C(=O)CCC(=O)Nc3nnc(C(C)C)s3)CC2)cc1F was read as APJ agonist -7, CXCR6 inh -9, CCR6 antagonist 3, Gli-Sufu antag 11, UBC13 inh -3, APJ antagonist -10, EBI2 antag 7 and ATG4B inhibitor 1.
For Cc1cc(C)n2nc(C(=O)OCC(=O)c3cc(C)n(CC4CCCO4)c3C)nc2n1 (stereo unspecified) the results were APJ agonist -2, CXCR6 inh -3, CCR6 antagonist -9, Gli-Sufu antag 8, UBC13 inh -1, APJ antagonist 14, EBI2 antag 3 and ATG4B inhibitor 7.
Cc1[nH]nc2c1C(c1cccnc1)N(c1ccc(Br)cc1)C2=O (stereo unspecified) was read as APJ agonist -1, CXCR6 inh 2, CCR6 antagonist 0, Gli-Sufu antag -4, UBC13 inh 3, APJ antagonist -20, EBI2 antag -28 and ATG4B inhibitor 2.
